CCR6 antag = antagonists of human CCR6 receptor. P51684. CHO-K1 CCR6 PathHunter beta-arrestin, luminescence, CCL20-stimulated. inhibition, % at 20 µM. actives 0.49% (n = 340,000);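 active = compounds whose inhibition of the agonist-driven luminescence signal at 20 µM reaches about 50%, limit read from the data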;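 note: cells stimulated with CCL20 at 14 nM final; plate controls were DMSO with CCL20 for no effect and DMSO without agonist for full effect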
Target sequence (P51684 whole entry, looked up): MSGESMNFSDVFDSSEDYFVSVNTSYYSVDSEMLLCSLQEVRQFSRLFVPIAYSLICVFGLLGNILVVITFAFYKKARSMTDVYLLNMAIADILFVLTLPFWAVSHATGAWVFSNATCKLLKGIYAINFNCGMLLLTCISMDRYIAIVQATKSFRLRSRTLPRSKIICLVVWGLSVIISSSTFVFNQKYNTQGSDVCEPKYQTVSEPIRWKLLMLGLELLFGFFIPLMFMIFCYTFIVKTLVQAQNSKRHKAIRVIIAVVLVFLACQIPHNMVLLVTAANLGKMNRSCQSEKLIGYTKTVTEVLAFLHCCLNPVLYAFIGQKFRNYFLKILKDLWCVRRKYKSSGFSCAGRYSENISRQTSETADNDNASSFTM
CXCR6 block = inhibitors of human CXCR6 receptor; CHO-K1 PathHunter CXCR6 beta-arrestin, luminescence; inhibition, % at 20 µM; actives 0.36% (n = 360,000); AID 602244; in the data active = inhibition above about 34%, passing the limit was not always enough;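 note: antagonist mode with CXCL16 agonist at 10 nM final; 0% = 10 nM CXCL16 with DMSO and 100% = unstimulated wells without agonist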
EBI2 block = blocks human EBI2 receptor beta-arrestin signaling; P32249; EBI2 beta-arrestin recruitment, luminescence, 7a,25-OHC stimulated; inhibition, % at 5 µM; actives 0.81% (n = 360,000); in the data active = inhibition above about 38%;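 note: enzyme fragment complementation signal reports receptor beta-arrestin coupling in cells; 0% = agonist plus DMSO wells and 100% = wells without agonist; some results beyond the cut were filed as inactive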
Target sequence (P32249 whole entry, looked up, the tested form may be a part): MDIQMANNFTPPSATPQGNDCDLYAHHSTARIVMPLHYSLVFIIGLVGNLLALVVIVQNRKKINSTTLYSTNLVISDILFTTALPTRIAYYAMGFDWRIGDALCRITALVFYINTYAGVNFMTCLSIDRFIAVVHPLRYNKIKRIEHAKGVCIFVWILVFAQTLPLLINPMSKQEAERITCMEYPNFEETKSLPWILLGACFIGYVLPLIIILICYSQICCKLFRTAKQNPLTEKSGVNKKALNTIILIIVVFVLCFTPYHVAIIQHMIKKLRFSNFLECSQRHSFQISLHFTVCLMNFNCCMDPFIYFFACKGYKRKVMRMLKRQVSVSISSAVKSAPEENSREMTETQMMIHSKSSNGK
APJ antagonist = APJ receptor antagonism. CHO-K1 APJ beta-arrestin complementation, luminescence. inhibition, % at 20 µM. actives 0.32% (n = 330,000);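 active = inhibition above about 40% at 20 µM, limit read from the data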;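 note: cells challenged with 10 nM apelin-13 agonist together with compound; plate controls were apelin-13 plus DMSO wells for no effect and DMSO wells lacking apelin-13 for full effect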
Gli-Sufu antag = Gli-Sufu pathway antagonism; Sufu-KO-LIGHT fibroblasts, Gli luciferase reporter luminescence; inhibition, % at 5 µM; actives 0.74% (n = 340,000); AID 588413;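 active = inhibition above about 55%, limit read from the data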;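 note: 0% = DMSO-treated cells and 100% = wells with medium but no cells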
UBC13 inh = inhibitors of human UBC13 polyubiquitin chain formation. TR-FRET. actives 0.47% (n = 330,000). AID 485273. inhibition, % at 20 µM. P61088; in the data active = inhibition above about 45%, passing the limit was not always enough
Target sequence (P61088 whole entry, looked up): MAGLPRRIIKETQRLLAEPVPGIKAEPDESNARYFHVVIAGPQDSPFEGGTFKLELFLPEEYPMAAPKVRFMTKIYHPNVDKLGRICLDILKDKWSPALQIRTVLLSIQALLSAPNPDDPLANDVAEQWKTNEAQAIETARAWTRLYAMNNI
Jurkat NFkB inh = inhibitors of the PMA/ionomycin-induced NF-kB reporter in Jurkat cells | AID 435003 | inhibition, % at 4 µM | PMA/ionomycin-induced NF-kB luciferase reporter, luminescence | actives 0.53% (n = 330,000); in the data active = inhibition above about 50%
697 NFkB inh = lowers PMA/ionomycin-induced NF-kB signal in 697 B cells. 697 B-cell NF-kB luciferase reporter, 16 h. inhibition, % at 4 µM. actives 0.33% (n = 330,000). AID 435022; in the data active = inhibition above about 35%
An asterisk follows results filed as active; · = not tested or not shown.

SMILES	CCR6 antag	CXCR6 block	EBI2 block	APJ antagonist	Gli-Sufu antag	UBC13 inh	Jurkat NFkB inh	697 NFkB inh
CCNc1nc(Oc2ccc(C(=O)OC)cc2)nc(SC)n1	-6.0	0.2	-1.8	-1.3	4.6	3.1	5.5	-2.6
O=[N+]([O-])c1cc(Cl)cc2c1nc(NCCO)c1ccccc12	9.9	-2.7	15.2	2.6	32.5	-0.9	-32.4	-33.2
NC(=O)C1CCCN(CC(=O)N2CCN(c3ccccc3)CC2)C1 (centres undefined)	4.6	7.2	-3.8	12.5	-10.7	3.0	5.7	2.2
COc1ccc2oc(=N)c(-c3nnc4n3CCCCC4)cc2c1	-0.5	3.9	-3.3	8.1	3.7	12.9	-11.5	16.3
Cc1ccc(C2C(C#N)=C(N)N(c3ncn[nH]3)C3=C2C(=O)CC(C)(C)C3)cc1 (centres undefined)	-11.3	-3.0	7.0	-4.7	7.4	5.5	9.4	8.9
CCC1(c2ccccc2)NC(=O)N(CC(=O)NCc2ccncc2)C1=O (centres undefined)	-1.9	4.1	-0.3	5.1	-5.1	-8.7	15.6	14.4
CC(C)C[C@@H](CN1CCCC1CN1C(=S)NC[C@@H]1Cc1ccc(O)cc1)N1C[C@H](Cc2ccc(O)cc2)N(CC2CCCCCC2)C1=S (some centres undefined)	0.6	4.1	30.0	·	27.6	·	·	·
O=C(Nc1ccc2[nH]ncc2c1)C1CCC1	-5.7	4.5	1.4	-3.7	22.9	8.2	0.9	2.4
CCC(CC)C(=O)NC12CC3CC(CC(C3)C1)C2	32.1	1.8	4.4	-15.8	5.8	-2.0	-5.3	4.4
CCCOc1ccc(Oc2ccc(S(=O)(=O)N3CCN(C)CC3)cn2)cc1	0.9	-0.1	30.7	7.0	8.6	3.6	11.9	-19.5
Cc1ccc(C(=O)N2CC(C)CC(C)C2)cc1S(=O)(=O)N1CCCCC1 (centres undefined)	15.8	4.2	1.5	10.2	0.9	4.2	3.1	1.4
O=C(c1cccc([N+](=O)[O-])c1)N1CCOCC1	-1.5	-2.6	-5.2	0.5	4.3	-16.3	-7.3	-16.8
COc1cccc(C2/C(=C(/O)c3cnn(-c4ccccc4)c3C)C(=O)C(=O)N2CCN(C)C)c1OC (centres undefined)	1.0	12.5	-9.3	14.7	-0.3	-9.0	0.4	0.9
COC(=O)CSc1ncnc2c1sc1nc(N3CCOCC3)c3c(c12)CCCC3	2.2	2.3	12.0	0.7	6.7	0.0	-10.3	-18.3
CC1CCC2C(=O)N(c3ccc(NC4CCN(Cc5ccccc5)CC4)c([N+](=O)[O-])c3)C(=O)C2C1 (centres undefined)	25.8	13.0	-16.9	-11.1	7.0	-35.0	-2.7	-22.6
Cn1cccc1CNCc1ccccc1Cl	-11.3	4.8	0.4	19.1	2.3	-3.4	-18.8	10.5
Cn1ncc(Br)c1C(=O)NCc1cccs1	-6.2	0.1	-2.9	-0.6	-2.6	4.7	-1.5	13.7
NC(=O)c1ccc(NC(=O)CNCc2ccccc2Cl)cc1	7.0	-5.0	-3.1	-5.8	10.2	2.7	-18.4	10.3
NC(=O)CN1N=C(c2cc(Cl)sc2Cl)CSC1=O	-3.0	-2.8	-3.3	-0.6	6.4	-2.4	-1.5	-4.3
c1ccc(-n2nnnc2Sc2ncnc3sc4c(c23)CCCC4)cc1	11.4	-3.8	-10.9	-4.2	38.6	17.9	10.4	-74.1
Cc1c(Cl)cccc1NC(=O)Cc1ccc([N+](=O)[O-])cc1	14.9	-5.6	19.3	-17.1	10.4	5.7	-28.3	13.5
CCOC(=O)CSc1nc2c(sc(=S)n2-c2ccc(CC)cc2)c(=O)[nH]1	6.6	2.7	8.6	1.1	·	-9.2	-1.3	5.9
Cn1c(=O)[nH]c(=O)c2c1nc(SCCN1CCCCC1)n2CCCc1ccccc1	14.9	6.5	-0.7	9.2	7.9	6.3	-9.4	-8.6
COc1ccc(CNC(=O)CCc2c(C)nc3cc(-c4ccccc4OC)nn3c2C)cc1	-0.6	0.6	10.3	11.7	8.3	5.7	12.5	3.0
CCN(CC(=O)Nc1ccc2c(c1)OCCO2)C(=O)c1cc(S(=O)(=O)N2CCOCC2)ccc1F	0.0	7.7	5.4	2.6	-18.6	1.9	15.2	14.6
Other compounds follow.
SMILES	CCR6 antag	CXCR6 block	EBI2 block	APJ antagonist	Gli-Sufu antag	UBC13 inh	Jurkat NFkB inh	697 NFkB inh
COc1ccc(C2Nc3ccccc3C(=O)N2C2CCCCC2)cc1 (centres undefined)	8.5	8.0	10.8	-8.5	-16.7	15.6	-16.4	8.3
O=C(NC(=S)NCc1ccccc1)c1ccc(Br)cc1	30.0	4.9	-6.1	-22.5	-1.7	-0.9	1.9	-18.9
Cc1ccc2[nH]c(CCN(C)C)c(CN3CCOCC3)c2c1	5.2	-6.4	-2.7	7.5	13.5	11.5	8.1	10.3
COC(=O)[C@]1(C)N[C@H](CN(C)C(=O)Nc2ccc(Cl)cc2)[C@@H]2C(=O)N(Cc3ccccc3)C(=O)[C@@H]21	5.3	0.9	-0.9	0.4	-3.9	-5.4	14.6	5.9
Cc1ccccc1NC(=O)C(C)OC(=O)CNS(=O)(=O)c1ccc(C#N)cc1 (centres undefined)	2.4	-7.9	-3.0	-2.8	-0.5	0.1	12.3	0.9
Cc1csc(NC(=O)c2ccc(-c3ccc(Cl)cc3Cl)o2)n1	7.2	-14.8	14.6	-14.1	-13.5	6.3	-33.1	-71.6
O=C(O)c1ccc(Cl)c(S(=O)(=O)NCC2CCCO2)c1 (centres undefined)	-15.6	-3.9	-3.5	-6.2	-4.0	6.2	-1.3	-1.9
Cc1cc(=O)[nH]c(SCC(=O)N2CCCC(C)C2)n1 (centres undefined)	-4.1	-10.8	-7.9	-5.9	-7.4	0.0	0.7	17.3
Cc1ccc(CNC(=O)C2CCCN(S(=O)(=O)c3cccc4nonc34)C2)cc1 (centres undefined)	14.8	4.9	3.8	-8.0	-13.6	-13.3	-6.8	8.5
O=C(Cn1c(=O)c(=O)n(Cc2ccccc2)c2ccc(Cl)cc21)Nc1cccc(F)c1	19.3	1.1	14.2	-0.8	-1.8	23.8	2.0	11.0
C1=C(CCNc2ncnc3c2[nH]c2ccccc23)CCCC1	9.7	-8.0	11.4	·	77.9*	·	·	·
CCN(CC)CCNC(=O)c1ccc(NC(=O)c2cccc(S(=O)(=O)N3CCCCCC3)c2)cc1	8.1	5.4	-8.0	·	51.4	·	·	·
CC(C)C(NC(=O)C1CCCCC1)C(=O)NCCc1ccccc1 (centres undefined)	31.3	28.1	8.7	41.3*	13.4	6.9	8.7	11.3
C/C(=N\O)C(C)(C)Nc1ccc(Cl)cc1	11.2	9.0	-0.9	6.8	0.8	2.9	4.3	2.4
CCc1cc2c(N3CCN(c4ccccc4)CC3)ncnc2s1	-6.0	-5.5	4.2	6.1	3.6	8.8	6.2	-7.0
CCOC(=O)c1cc(C(C)C)sc1NC(=O)COC(=O)c1nccnc1N	4.6	-6.0	9.5	8.7	-5.9	0.2	2.8	-16.7
O=C(CN1C(=O)CCC1=O)Nc1ccc(Br)cc1	-0.7	1.5	-1.1	6.5	2.2	2.3	6.6	11.5
N#Cc1ccc(-c2ccc(F)cc2)nc1Oc1ccccc1	3.1	-4.5	10.8	-4.4	-0.7	7.7	1.0	-4.9
CCN(CC)CCCNC(=O)c1[nH]c2ccccc2c1Sc1ccc(Cl)cc1	13.2	-17.7	-19.0	-0.2	12.7	20.6	-21.7	-3.0
CCCCCCCOC(=O)C1=C(C)Nc2ncnn2C1c1cccs1 (centres undefined)	0.1	1.6	22.0	6.4	15.9	4.4	17.7	-41.5
O=C1NCC(COCc2ccco2)O1 (centres undefined)	0.0	-2.8	-13.6	15.9	-7.8	1.0	-10.4	1.0
Cc1ccc(NC(=S)NCCN2CCOCC2)cc1F	0.3	11.4	6.8	-2.5	-6.1	8.6	5.8	12.0
CCS(=O)(=O)c1ccc2oc(SCC(=O)NC(C)C3CC4CCC3C4)nc2c1 (centres undefined)	1.9	-0.6	3.5	-6.9	7.5	3.0	2.1	16.9
O=[N+]([O-])c1ccc(NCCCNS(=O)(=O)c2ccccc2)cc1	11.5	-4.9	2.3	12.2	16.7	0.2	4.1	6.4
Cn1cc(C(=O)Nc2ccc(C#N)cc2)c2ccccc2c1=O	-2.8	1.3	-6.0	-13.5	15.2	6.9	-26.0	17.8

Structures above that contain bromine, in the order listed:
SMILES	CCR6 antag	CXCR6 block	EBI2 block	APJ antagonist	Gli-Sufu antag	UBC13 inh	Jurkat NFkB inh	697 NFkB inh
Cn1ncc(Br)c1C(=O)NCc1cccs1	-6.2	0.1	-2.9	-0.6	-2.6	4.7	-1.5	13.7
O=C(NC(=S)NCc1ccccc1)c1ccc(Br)cc1	30.0	4.9	-6.1	-22.5	-1.7	-0.9	1.9	-18.9
O=C(CN1C(=O)CCC1=O)Nc1ccc(Br)cc1	-0.7	1.5	-1.1	6.5	2.2	2.3	6.6	11.5

Continuation.
SMILES	CCR6 antag	CXCR6 block	EBI2 block	APJ antagonist	Gli-Sufu antag	UBC13 inh	Jurkat NFkB inh	697 NFkB inh
CCc1ccccc1NC(=O)Cn1nnc(C(=O)NCc2cccc(OC)c2)c1N	2.0	-0.3	3.8	12.7	3.5	7.1	22.2	-3.3
CCN(CC)CCCNC(=O)c1ccc(N2CCCCC2)c(NS(=O)(=O)c2ccc(C)cc2)c1	1.2	6.9	2.7	10.6	17.1	9.1	-40.7	-34.5
Cc1cc(C(C)(C)C)n2nc(C)c(-c3ccccc3)c2n1	6.7	0.5	-2.6	-1.8	-4.0	28.9	-1.9	-10.3
Cc1ccc(C)c(S(=O)(=O)N2CCC(c3nc4c(nnn4Cc4ccc(F)cc4)c(=O)[nH]3)CC2)c1	-9.0	2.7	-5.0	0.3	22.5	17.8	25.1	12.2
Cc1nn(C)c(=S)n1-c1ccc(Cl)cc1	19.8	1.5	-3.4	11.4	0.2	3.8	13.5	16.1
Nc1nonc1C(=O)N1CCCCC1	0.7	-3.9	8.2	4.4	-13.0	5.2	3.3	5.6
Cn1c(-c2ccc(Cl)nc2)nc2cc(Cl)ccc21	18.1	-10.3	-2.3	18.0	-2.0	2.4	-17.9	-1.6
Cc1ccc(F)cc1NC(=O)CSc1nc(Nc2ccccc2)nc(N2CCOCC2)n1	4.7	6.3	-0.8	-18.4	11.9	-15.7	6.2	-12.4
Clc1ccc(Nc2nc(NCCN3CCOCC3)nc(N3CCOCC3)n2)cc1	-2.6	1.6	-6.7	-11.5	20.4	3.1	-31.9	30.0
Cc1ccc2cn[nH]c2c1NC(N)=S	11.4	2.8	3.5	0.6	-2.2	-13.6	17.3	-19.6
CC(C)C[C@H](N)c1nnc(SCc2ccc(Cl)cc2)o1	8.1	-7.5	5.3	9.9	2.8	7.4	5.3	14.1
COc1ccc(/C=C2/SC(=O)N(CC(O)Cn3c4ccccc4c4ccccc43)C2=O)cc1 (centres undefined)	20.2	11.6	4.6	-4.8	21.5	-6.8	-9.1	1.8
CC1(c2ccccc2)NC(=O)N(NC(=O)CSc2n[nH]c(N)n2)C1=O (centres undefined)	-4.7	-7.3	6.4	1.1	6.7	8.4	-7.5	11.5
Nc1nc(SCc2cccc([N+](=O)[O-])c2)n[nH]1	10.9	6.4	13.0	-23.6	-3.9	6.3	-8.1	-3.7
CC/C(C)=N/Nc1nc2c(c(=O)[nH]c(=O)n2C)n1CCc1ccccc1	5.7	1.4	10.4	-10.6	7.9	-4.6	-29.0	-27.4
CC(Oc1ccc(Cl)cc1Cl)C(=O)Nn1cnnc1 (centres undefined)	4.2	0.1	3.7	13.1	4.1	-0.5	12.6	11.0
CCN(CC)S(=O)(=O)c1ccc(Cl)c(NC(=O)COC(=O)c2ccc(O)cc2)c1	0.9	-5.6	-1.3	-5.4	-9.0	3.6	-11.0	13.5
CC(=O)NCCc1nc2cc(NS(=O)(=O)c3ccccc3)ccc2n1C	4.8	4.2	-1.5	8.6	-0.7	0.0	22.9	-1.6
Nc1ncc(-c2ccccc2)c(-c2ccc(O)cc2O)n1	-1.8	-4.0	2.7	-3.0	23.2	-1.8	-1.1	-18.1
CC1CCc2cc(F)ccc2N1C(=O)c1ccncc1 (centres undefined)	-7.4	7.6	1.1	10.1	-8.4	6.2	5.6	-5.1

Bioassay records as filed in PubChem BioAssay.
